# Assay outcomes (PubChem)
# CAL PDZ FP-1: inhibitors of human CAL PDZ peptide binding; Q9HD26; AID 504414; inhibition, % at 20 µM; 330,000 compounds, 0.02% hits; purified CAL PDZ, TMR-peptide fluorescence polarization, 1 h;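 active = highest replicate inhibition of at least 40%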;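 also: plate controls were DMSO neutral control wells for no effect and unlabeled competitor peptide control wells for full effect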
#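 System: tagged CAL PDZ domain. Schedule: 1 h room-temperature incubation prior to read. Signal: fluorescence polarization (mP). Measure: percent inhibition from loss of millipolarization.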
# Rtt109 HAT inh: blocks Candida albicans Rtt109/Vps75 acetyltransferase activity | inhibition, % at 34.9 µM | AID 540336 | purified Rtt109/Vps75, ThioGlo CoA-SH fluorescence, 4 h | Q5AAJ8 | 330,000 compounds, 0.16% hits;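 active = inhibition of at least 50% in every replicate; inconclusive = best replicate reaches 50% inhibition but some replicates fall short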
# Target sequence (Q5AAJ8 whole entry, looked up): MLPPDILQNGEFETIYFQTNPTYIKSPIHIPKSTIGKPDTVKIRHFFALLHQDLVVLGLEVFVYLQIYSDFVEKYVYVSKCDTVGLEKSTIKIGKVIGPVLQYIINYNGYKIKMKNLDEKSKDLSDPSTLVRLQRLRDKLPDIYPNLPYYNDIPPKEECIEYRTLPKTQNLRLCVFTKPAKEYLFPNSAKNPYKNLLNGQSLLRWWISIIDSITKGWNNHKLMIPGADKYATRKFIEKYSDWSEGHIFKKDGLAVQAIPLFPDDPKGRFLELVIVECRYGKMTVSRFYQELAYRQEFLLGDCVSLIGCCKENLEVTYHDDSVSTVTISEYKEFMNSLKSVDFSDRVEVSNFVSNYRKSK
# RTF Ca sens act: increases calcium sensitivity of human cardiac regulated thin filaments; P19429+P45379; IANBD-labeled TnC RTF fluorescence at EC20 calcium; 0% EC20 calcium, 100% full calcium; activation, % at 7.2 µM; 340,000 compounds, 0.24% hits; AID 493008;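 active = activation above the mean over all tested compounds plus 3 SD, cut at about 30% in these data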;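 also: rise in fluorescence read as greater calcium sensitivity of cardiac thin filaments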
# CAL PDZ FP-2: CAL PDZ (human) peptide binding inhibition. 300,000 compounds, 0.92% hits. Q9HD26. inhibition, % at 24.9 µM. AID 602252. purified CAL PDZ, TMR-peptide fluorescence polarization, 1 h;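 active = mean inhibition of at least 30% with at least half of replicates also reaching 30%; inconclusive = no clear call, values can overlap the other calls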;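 also: 0% = DMSO neutral control and 100% = excess unlabeled competitor peptide PRC23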
# Wnt bcat act: activates Wnt/beta-catenin signaling in a reporter cell assay; activator, plate reader; activation, % at 9.35 µM; 300,000 compounds, 1.2% hits; AID 743398; in the data active = activation above about 30%, passing the limit was not always enough; inconclusive = no clear call, values can overlap the other calls;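 also: 0% = neutral control wells and 100% = positive control wells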
# MITF TRPM1 HTS: MITF TRPM1 promoter activation in melanoma cells; SK-MEL-5 TRPM1-promoter luciferase, 24 h; % of positive control, neutral wells = 0; 300,000 compounds, 0.75% hits; AID 588334; activation, % at 12.5 µM;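 active = mean activation of at least 80% with every replicate also reaching 80%; inconclusive = mean reaches 80% but some replicate falls short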;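 also: 0% = neutral control wells and 100% = parthenolide positive control wells; values of inactives mirror those of a sister screen read the other way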
# CDK5 inh: CDK5/p35 (human) kinase inhibition | Recombinant CDK5/p35, ADP-Glo luminescence, 60 min | 330,000 compounds, 0.01% hits | inhibition, % at 10 µM | AID 488839;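 active = highest replicate inhibition of at least 50% and at least 75% of replicates reaching 50%; inconclusive = only one of the two criteria met; inactive = both criteria failed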;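 also: plate controls were DMSO neutral control for no effect and GW8510 at 10 µM for full effect; many of its hits are not listed in these tables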
# Target sequence (Q00535 whole entry, looked up): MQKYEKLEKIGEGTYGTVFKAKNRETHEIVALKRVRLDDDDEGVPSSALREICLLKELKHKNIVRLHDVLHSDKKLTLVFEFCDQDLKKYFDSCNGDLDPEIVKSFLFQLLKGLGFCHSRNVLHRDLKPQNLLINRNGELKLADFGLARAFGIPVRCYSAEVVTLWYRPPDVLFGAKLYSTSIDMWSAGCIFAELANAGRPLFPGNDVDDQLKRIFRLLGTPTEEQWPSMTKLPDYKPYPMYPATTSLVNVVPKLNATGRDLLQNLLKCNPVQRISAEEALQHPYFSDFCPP
# Target sequence (Q15078 whole entry, looked up): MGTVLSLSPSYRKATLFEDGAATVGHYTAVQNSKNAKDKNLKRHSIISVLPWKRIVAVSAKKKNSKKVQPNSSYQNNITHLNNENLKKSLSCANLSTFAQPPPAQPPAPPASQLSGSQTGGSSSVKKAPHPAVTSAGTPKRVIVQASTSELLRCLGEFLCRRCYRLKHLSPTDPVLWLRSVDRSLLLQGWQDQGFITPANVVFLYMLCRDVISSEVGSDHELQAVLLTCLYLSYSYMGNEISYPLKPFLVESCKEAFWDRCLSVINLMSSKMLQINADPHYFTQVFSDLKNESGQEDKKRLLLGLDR
# dFosB activator: activators of mouse delta FosB homodimer; purified delta FosB, TAMRA-CDK5 oligo fluorescence polarization; percent of positive-control signal above neutral wells; activation, % at 25 µM; 340,000 compounds, 0.99% hits;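 active = mean activation above about 17%, with every replicate also reaching it, limit read from the data, passing the limit was not always enough; inconclusive = only one of the two conditions met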;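 also: fluorescence polarization rise as delta FosB binds a TAMRA Cdk5 AP-1 oligo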
# V-ATPase pHluor: alters yeast V-ATPase proton transport; response, % at 10 µM; 350,000 compounds, 0.37% hits; S. cerevisiae, pHLuorin cytosolic pH fluorescence; in the data active = response mostly above about 7.3%, no sharp cut-off; inactive = mostly below about 5.4%; also: actives read high; inactives centre near 0; some compounds called inactive have numbers as strong as hits; reference of the scale not given here
# Tat export inh: E. coli Tat transport inhibition | E. coli MC4100 TorA-mCherry Tat export, fluorescence | inhibition, % at 10 µM | 340,000 compounds, 0.036% hits;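 active = mean replicate inhibition at least 50% and at least half of replicates individually reaching 50%; inconclusive = only one of the two criteria met; inactive = neither criterion met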;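 also: exported cargo escapes ClpAP degradation while cytoplasmic cargo is degraded and loses fluorescence; 0% = median of neutral control wells and 100% = median of NaSCN control wells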
# * hit, by the source's call; ? = inconclusive; . = not tested or not shown.
SMILES,CAL PDZ FP-1,Rtt109 HAT inh,RTF Ca sens act,CAL PDZ FP-2,Wnt bcat act,MITF TRPM1 HTS,CDK5 inh,dFosB activator,V-ATPase pHluor,Tat export inh
COc1ccc(Cn2c(=N)c(C(=O)NCC3CCCO3)cc3c(=O)n4ccccc4nc32)cc1 (stereo unspecified),0.1,14,5,-1,-1,0,2.8,-8,-1,-2
COc1ccc(C)cc1NC(=O)NCc1ccc(F)cc1,-2.7,6,1,0,-4,-17,1.3,4,-1,-4
CNC(=O)c1cc(-c2ccc(Cl)cc2)n(-c2ccccc2)n1,-1.4,-5,1,8,0,-7,-0.7,0,-1,-1
CCOC(=O)c1cc(=O)cc(C(=O)OCC)o1,0.5,-9,4,-6,.,4,0.9,1,2,5
Cc1ccccc1OCCC(=O)OCC(=O)c1c(N)n(CC(C)C)c(=O)n(C)c1=O,-2.9,-2,-2,2,-4,-8,-1.5,-14,-6,1
Fc1ccc(C2=Nn3c(nnc3-c3n[nH]c4c3CCC4)SC2)cc1,-3.3,0,-4,-5,-1,-17,1.4,-16,-3,-3
COC(=O)c1[nH]c2ccc(Br)cc2c1NC(=O)Oc1ccccc1,-1.7,-7,1,0,24,6,3.4,-1,-4,4
CCOc1cc(N2CCOCC2)c(OCC)cc1NC(=O)CN1C(=O)NC(C)(c2ccc(OC)cc2)C1=O (stereo unspecified),-0.4,3,0,-1,1,-6,-2.0,-15,-1,26
COc1ccc(CCN(C)CC(O)COc2c(C)ccc(C)c2C)cc1OC (stereo unspecified),-0.7,-2,4,-5,0,-4,-0.3,-5,4,-2
COc1cccc(CN(C)CC(=O)Nc2cc(S(=O)(=O)N3CCCC3)ccc2Cl)c1OC,-2.9,5,-13,-4,-1,-19,1.1,-13,2,3
COc1ccc2cc(C(=O)C3CCCN(Cc4cccc(C)n4)C3)ccc2c1 (stereo unspecified),-1.7,-4,-2,-6,-1,-5,0.8,-7,-5,3
Cc1nc2ccccc2c(=O)n1NC(=O)CCC(=O)O,0.3,-6,-7,-2,0,0,0.3,0,2,-10
On1c(-c2ccccc2)nc2ccc(Cl)cc21,-1.5,-4,-5,-5,23,.,1.4,4,-2,-3
CCN(CC)c1ccc(/C=c2/sc3nnc(-c4ccccc4C)n3c2=O)cc1,-0.8,1,43*,-4,.,-11,0.3,-2,4,-10
COc1cc(C(=O)NCC(=O)OCC(=O)Nc2ncc(Cl)cc2Cl)cc(OC)c1OC,-0.9,4,-1,0,0,1,-2.0,-6,-2,1
COc1cccc(NC(=O)C2C3C=CC4(O3)C2C(=O)N(CCCN2CCCCC2)C4C(=O)NC2CCCCC2)c1 (stereo unspecified),1.1,10,-9,-4,4,1,-1.6,-10,-5,-7
CCN1CCN(CCCNC(=O)c2ccc3c(c2)N(Cc2ccccc2)CCS3)CC1,-0.3,-63,0,.,1,7,0.7,-11,2,5
CC(=O)NCCc1nc2ccccc2n1Cc1ccc(C)cc1,-2.1,5,0,.,-3,-10,-0.3,6,-5,-2
CCOC(=O)c1cc(C#N)c(Oc2cccc(C(F)(F)F)c2)nc1-c1ccccc1,-0.6,-1,1,-2,-5,1,1.7,-1,1,-3
COc1ccc(CCN2C(=S)NC3CC2(C)Oc2ccc([N+](=O)[O-])cc23)cc1OC (stereo unspecified),-2.2,.,0,-7,.,.,-1.4,-5,-8,-2
COCCn1nnnc1CN(Cc1cccnc1)Cc1cc2cc(OC)ccc2[nH]c1=O,-1.1,-3,-1,-3,-1,0,1.4,6,-2,5
Cc1ccccc1C(=O)Nc1nnc(CC(=O)N/N=C/c2ccncc2)s1,-0.6,3,.,-6,2,.,0.5,38*,0,-2
O=c1c2cc(N3CCOCC3)ccc2[nH]c(=S)n1CCc1ccccc1,-1.5,4,1,-1,4,34,1.7,-6,2,0
COc1cccc(N2CCN(C(=S)NCCc3ccccc3)CC2)c1,-3.5,2,0,-4,6,-1,0.5,-9,8,-1

# Fetched by compound from the list above (2):
SMILES,CAL PDZ FP-1,Rtt109 HAT inh,RTF Ca sens act,CAL PDZ FP-2,Wnt bcat act,MITF TRPM1 HTS,CDK5 inh,dFosB activator,V-ATPase pHluor,Tat export inh
CC(=O)NCCc1nc2ccccc2n1Cc1ccc(C)cc1,-2.1,5,0,.,-3,-10,-0.3,6,-5,-2
Cc1ccccc1C(=O)Nc1nnc(CC(=O)N/N=C/c2ccncc2)s1,-0.6,3,.,-6,2,.,0.5,38*,0,-2

# (next part)
SMILES,CAL PDZ FP-1,Rtt109 HAT inh,RTF Ca sens act,CAL PDZ FP-2,Wnt bcat act,MITF TRPM1 HTS,CDK5 inh,dFosB activator,V-ATPase pHluor,Tat export inh
Cc1cc(SCC(=O)OC/C(O)=C(\C#N)c2nc3ccccc3[nH]2)c(C)cc1Br,-0.4,-2,4,9,3,-32,-2.5,?,2,-3
COc1ccc(Cn2c(CCC(=O)N3CCN(c4ccccn4)CC3)nc3ncccc3c2=O)cc1,-0.9,6,-8,-2,.,-8,-1.6,5,7,-4
COc1ccc(N2C(=NC(=O)C(C)Oc3ccccc3)SC3CS(=O)(=O)CC32)cc1 (stereo unspecified),-0.6,4,-3,-3,-1,-1,-0.6,-2,-2,-2
Cc1cccc(N2CCN(C(=O)C3CCN(S(=O)(=O)N4CCOCC4)CC3)CC2C)c1 (stereo unspecified),-2.3,0,3,-5,4,-19,2.8,0,2,6
Cc1cc2oc(=O)cc(CNc3ccccc3F)c2cc1O,-2.3,.,1,-3,0,-9,0.2,3,2,3
O=C(COc1ccccc1Cl)NC(=S)Nc1ccccc1N1CCCC1,0.1,9,-3,.,3,-13,0.8,-10,-1,9
Cn1c(=O)cc(Nc2ccc(Cl)cc2)[nH]c1=O,-0.6,5,-3,-2,0,-13,-1.7,-3,6,4
COc1ccc(F)cc1S(=O)(=O)N1CCN(Cc2ccc3c(c2)OCO3)CC1,-2.3,2,-2,4,-2,-2,-0.5,-8,-1,-6
C/C(=N\NC(=O)c1ccc(Cl)c(S(=O)(=O)Nc2ccccc2Cl)c1)c1ccncc1,-2.5,47,-3,-2,.,-1,-2.2,-5,-6,4
O=C(COc1ccccc1[N+](=O)[O-])Nc1ccc(CN2CCOCC2)cc1,-2.4,.,0,0,-2,-17,-1.3,-3,-3,-4
CCOC(=O)C1CCN(C(=O)C2CCN(S(=O)(=O)c3cc(Cl)ccc3OCC)CC2)CC1,-1.7,6,-2,-2,-2,8,0.2,-13,-2,0
C=CCOC(Cn1ccnc1)c1ccc(Cl)cc1Cl (stereo unspecified),0.5,3,1,-3,-2,-5,-2.5,-12,2,4

# Four compounds out of the list above, sorted by the value under Tat export inh, smallest number first:
SMILES,CAL PDZ FP-1,Rtt109 HAT inh,RTF Ca sens act,CAL PDZ FP-2,Wnt bcat act,MITF TRPM1 HTS,CDK5 inh,dFosB activator,V-ATPase pHluor,Tat export inh
COc1ccc(Cn2c(CCC(=O)N3CCN(c4ccccn4)CC3)nc3ncccc3c2=O)cc1,-0.9,6,-8,-2,.,-8,-1.6,5,7,-4
CCOC(=O)C1CCN(C(=O)C2CCN(S(=O)(=O)c3cc(Cl)ccc3OCC)CC2)CC1,-1.7,6,-2,-2,-2,8,0.2,-13,-2,0
C=CCOC(Cn1ccnc1)c1ccc(Cl)cc1Cl (stereo unspecified),0.5,3,1,-3,-2,-5,-2.5,-12,2,4
O=C(COc1ccccc1Cl)NC(=S)Nc1ccccc1N1CCCC1,0.1,9,-3,.,3,-13,0.8,-10,-1,9

# Next results:
SMILES,CAL PDZ FP-1,Rtt109 HAT inh,RTF Ca sens act,CAL PDZ FP-2,Wnt bcat act,MITF TRPM1 HTS,CDK5 inh,dFosB activator,V-ATPase pHluor,Tat export inh
CC(=O)Nc1ccc(S(=O)(=O)Nc2ccc3[nH]c(=O)[nH]c3c2)cc1,-1.8,1,3,-3,8,.,-8.2,1,-45,0
CCOc1ccc(NC(=O)c2ccccc2CO)cc1,-1.2,7,-4,3,.,45,3.4,6,6,6
Cc1ccc(S(=O)(=O)n2cnc(C)c2)cc1,0.2,18,1,.,0,.,1.1,-5,13*,-4
O=C(Nc1ccc(Cn2cccn2)cc1)c1ccc(COc2ccccc2Br)cc1,.,5,-8,-6,.,31,0.8,-4,5,-9
CC(C)OCCCN1CC(=O)N2C(c3cccc([N+](=O)[O-])c3)c3[nH]c4ccccc4c3C[C@H]2C1=O (stereo partly specified),0.3,4,-2,-8,3,-5,-0.3,-7,1,-1
N#Cc1c(NC(=O)C2CC(c3ccccc3Cl)=NO2)sc2c1CCC2 (stereo unspecified),-2.3,-5,0,-4,.,3,2.0,-10,7,1
CC1=C/C(=N\NC(=O)c2ccc(O)cc2)CC1,-0.9,-1,-1,1,6,6,1.0,-3,3,1
COc1ccc(C)cc1NC(=O)C(C)N1CCOCC1 (stereo unspecified),0.6,3,2,-9,0,.,0.8,6,3,2
CCCC1=C(C(=O)OCC)C(c2ccccc2OCC)NC(=O)N1C (stereo unspecified),0.4,10,-3,0,-5,.,-0.9,-2,9,2
Cc1ccc(S(C)(=O)=NS(=O)(=O)c2cccc3nsnc23)cc1 (stereo unspecified),-0.7,-6,3,-6,1,1,1.7,2,-1,15
Cc1ccc(NC(=O)CCn2c(=S)oc3ccccc32)cc1,-1.9,-12,-3,-2,-4,4,0.2,-1,2,-6
O=C(COC(=O)c1ccc(Oc2ccccc2)cc1)Nc1nnc(-c2ccccc2)o1,-5.0,.,2,-1,-6,.,-1.5,-6,0,0
Cc1ccc(NC(=O)C2CCCN(C(=O)Nc3ccc(F)cc3)C2)cc1 (stereo unspecified),-5.0,0,2,1,-2,-8,0.7,-10,5,18
Cc1ccc(N2C(=O)c3ccc(C(=O)O)cc3C2=O)c(C)c1,-2.8,-4,-1,-3,-2,-2,0.4,6,-2,-2
